PTPN22 act = LYP phosphatase activators, primary screen, biochemical, DiFMUP fluorescence, 2 µM | Tyrosine-protein phosphatase non-receptor type 22 (Homo sapiens), Q9Y2R2 | recombinant LYP; 0 = plate median, 100 = signal doubled | activation, % at 2 µM | 96,000 tested, 0.11% active | AID 697, 2007;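 active means activation at 2 µM above a set limit, the mean plus 5 SD, cut at about 37% in these data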
VCAM1 TNFa inh = inhibitors of TNFa-induced VCAM1 expression, primary screen, imaging, HUVEC, TNFa stimulus, immunofluorescence | 95,000 tested, 0.48% active | AID 802, 2007 | HUVEC TNFa-induced VCAM-1 immunofluorescence, high-content imaging | inhibition, % at 2 µM;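 active means inhibition above the batch mean plus 3 SD, with images confirmed as a hit by eye, cut at about 37% in these data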;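 further: 0% = TNF-stimulated DMSO wells and 100% = unstimulated control wells; not every result past the cut was called active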
HUVEC tox IL1B = cytotoxicity in IL-1B stimulated HUVEC, primary screen, cytotoxicity control for IL-1B NFkB translocation project, imaging, Hoechst nuclear count, IL-1B stimulus; cell count reduction, % at 2 µM; HUVEC cell count loss; AID 845, 2007; 94,000 tested, 0.41% active;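 active means cell count reduction more than 3 SD above the screen-wide mean, cut at about 70% in these data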;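 further: normalized per plate to untreated control cells as the no-loss baseline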
HUVEC tox TNFa = cytotoxicity in TNFa-stimulated HUVEC, primary screen, cytotoxicity control for VCAM1 expression modulator project, imaging, Hoechst nuclei count | cell count reduction, % at 2 µM | 93,000 tested, 0.17% active | HUVEC TNFalpha-stimulated, Hoechst cell count;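 active means cell count reduction exceeding the screen mean by over 5 SD, scaled to untreated wells per plate, cut at about 78% in these data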;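 further: cells counted after 24 h of TNF alpha exposure following the 1 h pretreatment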
Pyk2 oligo antag = antagonists of Pyk2 self-association, primary screen, Q293 cells, FERM NanoBiT luminescence, HTS; Protein-tyrosine kinase 2-beta (Homo sapiens), Q14289; active compounds read low; z-score (the deposit names both 25 µM and 10 µM); 99,000 tested, 0.83% active; AID 1347419, 2020;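 active means Z-score of -3 or lower, scaled per plate to the spread of control and sample wells; inactive means z-score above -3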;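 further: negative z-score means lost luminescence so less FERM oligomerization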
FAK inh = FAK kinase inhibitors, primary screen, biochemical; Focal adhesion kinase 1 (Homo sapiens), Q05397; biochemical FAK kinase activity assay; inhibition, %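 (tested at 7 µM)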; 97,000 tested, 0.84% active; AID 727, 2007; in the data active means inhibition above about 19%;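 further: 0% = DMSO and 100% = reference compound high control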
Target sequence (Q05397 whole entry, looked up): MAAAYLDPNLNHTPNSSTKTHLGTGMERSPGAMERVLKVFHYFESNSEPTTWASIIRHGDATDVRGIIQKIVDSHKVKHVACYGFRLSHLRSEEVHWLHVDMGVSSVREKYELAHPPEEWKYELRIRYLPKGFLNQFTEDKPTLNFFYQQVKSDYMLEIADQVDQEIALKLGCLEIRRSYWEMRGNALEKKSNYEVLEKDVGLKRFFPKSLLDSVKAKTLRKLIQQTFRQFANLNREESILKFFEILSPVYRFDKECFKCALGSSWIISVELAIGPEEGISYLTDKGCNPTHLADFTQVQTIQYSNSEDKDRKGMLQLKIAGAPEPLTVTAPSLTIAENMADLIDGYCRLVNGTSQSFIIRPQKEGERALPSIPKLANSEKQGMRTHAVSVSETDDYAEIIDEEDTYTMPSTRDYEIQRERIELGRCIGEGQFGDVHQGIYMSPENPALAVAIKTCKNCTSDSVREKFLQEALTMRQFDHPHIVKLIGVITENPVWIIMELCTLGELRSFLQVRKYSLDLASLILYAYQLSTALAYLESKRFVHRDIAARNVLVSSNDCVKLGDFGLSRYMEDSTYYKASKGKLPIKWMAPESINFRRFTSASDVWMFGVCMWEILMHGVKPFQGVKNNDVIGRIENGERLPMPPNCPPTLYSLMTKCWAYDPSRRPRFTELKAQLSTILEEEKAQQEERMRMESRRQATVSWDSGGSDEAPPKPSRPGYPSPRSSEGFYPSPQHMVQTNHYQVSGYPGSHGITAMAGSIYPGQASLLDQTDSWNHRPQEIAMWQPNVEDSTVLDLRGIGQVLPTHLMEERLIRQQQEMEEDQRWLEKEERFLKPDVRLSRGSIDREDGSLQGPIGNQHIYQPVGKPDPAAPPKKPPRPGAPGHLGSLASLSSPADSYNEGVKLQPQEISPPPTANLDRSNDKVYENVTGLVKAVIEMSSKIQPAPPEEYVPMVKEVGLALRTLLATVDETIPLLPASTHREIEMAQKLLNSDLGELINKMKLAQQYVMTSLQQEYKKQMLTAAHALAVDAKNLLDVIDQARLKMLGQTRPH
F-actin modifier = modifiers of F-actin cytoskeleton organization, primary screen, imaging, HUVEC, phalloidin staining, high-content imaging; inhibition, % at 2 µM; 91,000 tested, 0.18% active; HUVEC TNFa F-actin phalloidin imaging; AID 836, 2007;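 active means inhibition above the batch mean plus 3 SD and confirmed as a hit by visual image inspection, cut at about 30% in these data, passing the limit was not always enough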; further: strong numbers were not always called active
ERa coact inh = ERα–SRC-1 coactivator interaction inhibitors, primary screen, biochemical, TR-FRET, ERα LBD, estradiol-bound; 86,000 tested, 1.7% active; inhibition, % at 25.6 µM; TR-FRET ER-alpha LBD / SRC-1 peptide; in the data active means inhibition above about 50%;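 further: 0% = receptor plus peptide control and 100% = peptide only without receptor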
LYP inh 2 = PTPN22 phosphatase inhibitors, primary screen, biochemical, DiFMUP fluorescence, 2 µM; Tyrosine-protein phosphatase non-receptor type 22 (Homo sapiens), Q9Y2R2; 96,000 tested, 0.21% active; recombinant LYP catalytic domain; inhibition, % at 2 µM;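 active means inhibition at 2 µM at or above a set limit, the screen mean plus 3 SD, cut at about 24% in these data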;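 further: 0% = DMSO with enzyme and 100% = enzyme fully blocked by orthovanadate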
* marks the source's active call; other numbers are inactive results; . = no result given; [ ] = another dose, or the depositor's remark.

| no. | structure | PTPN22 act | VCAM1 TNFa inh | HUVEC tox IL1B | HUVEC tox TNFa | Pyk2 oligo antag | FAK inh | F-actin modifier | ERa coact inh | LYP inh 2 |
| --- | --- | --- | --- | --- | --- | --- | --- | --- | --- | --- |
| 1 | O=C(c1ccco1)N1CCN(C(c2ccccc2)c2nnnn2C2CCCC2)CC1 (configuration not stated) | -8 | -33 | -6 | 0 | 1.4 | 0 | 8 | -7 | 9 |
| 2 | COc1ccc(CCN(C(=O)C(F)(F)F)C(C(=O)NC2CCCC2)c2cccs2)cc1 (configuration not stated) | 0 | -11 | 30 | 17 | -1.5 | 6 | 0 | . | 5 |
| 3 | NC(=O)C(c1ccc(Cl)cc1Cl)c1ncc(C(F)(F)F)cc1Cl (configuration not stated) | 2 | 3 | -5 | 6 | -0.12 | 3 | 10 | . | 2 |
| 4 | O=C(c1ccc2c(=O)n(C3CCCC3)c(=S)[nH]c2c1)N1CCN(C2CCCCC2)CC1 | 0 | 1 | 4 | -25 | -0.02 | -1 | 27 | 3 | -2 |
| 5 | O=C(Nc1cccc(C(F)(F)F)c1)N1CCN(C(=O)Nc2cccc(C(F)(F)F)c2)CC1 | 16 | -2 | 4 | -4 | -1.1 | 1 | -12 | . | -21 |
| 6 | O=C(CSc1nnc(-c2ccc(O)cc2)o1)Nc1ccc2c(c1)OCCO2 | 16 | 2 | -4 | -22 | -0.85 | -2 | 13 | . | -12 |
| 7 | N#Cc1nc(Cc2cccc3ccccc23)oc1NCc1ccc(F)cc1 | -10 | 16 | 15 | -15 | -0.17 | -2 | -6 | -7 | 8 |
| 8 | O=C(Oc1cc(=O)oc2ccccc12)c1ccco1 | 4 | 0 | -26 | -3 | -0.66 | -4 | 45 | -12 | -4 |
| 9 | CC(=O)NC1CC2CCCC(C1)N2C(=O)Nc1ccccc1 (configuration not stated) | -59 | 4 | -14 | 0 | -0.29 | -1 | -18 | -5 | 60* |
| 10 | S=C(Nc1ccc(Cl)cc1Cl)Nc1ccccc1Oc1ccccc1 | -5 | -8 | -16 | -38 | 0 | 0 | 16 | . | 10 |
| 11 | CCOc1ccc(/C(O)=C2/C(=O)C(=O)N(CC3CCCO3)C2c2ccc(C)o2)cc1 (configuration not stated) | 8 | 12 | 0 | 8 | 0.85 | -5 | 0 | -8 | -10 |
| 12 | Cc1ccc(C(=O)N2CCN3C(=O)c4ccccc4C23c2ccc(Cl)cc2)cc1 (configuration not stated) | 2 | 3 | -123 | -13 | -1.4 | 1 | -6 | 1 | -5 |
| 13 | CCCCCOC(=O)C1=C(C)Nc2nnnn2C1c1ccccc1Cl (configuration not stated) | -10 | -11 | 18 | 5 | -2.2 | 2 | . | 0 | 13 |
| 14 | Cn1c(N2CCN(C(=O)NC34CC5CC(CC(C5)C3)C4)CC2)nc2ccccc21 | -4 | 22 | -22 | -16 | 2.5 | 1 | -19 | 4 | 4 |
| 15 | COc1ccc(S(=O)(=O)NCCc2ccccc2)cc1 | -4 | 22 | -7 | -32 | -0.26 | -1 | 8 | -4 | 1 |
| 16 | CN=C1c2c(-c3ccccc3)c3cc(OC)ccc3n2CCN1C | 10 | 4 | 52 | 32 | -0.5 | -2 | -12 | -4 | -9 |
| 17 | Cc1cc(C)n(-c2nc3ccccc3nc2N2CCN(S(=O)(=O)c3ccc4ccccc4c3)CC2)n1 | -4 | 2 | -112 | -24 | -2.1 | 0 | -3 | 5 | 6 |
| 18 | CCOCCCn1cnc2c(c1=O)c1nc3ccccc3nc1n2-c1ccc(C)cc1 | -3 | 1 | -2 | 9 | 1.8 | 1 | 1 | -2 | 0 |
| 19 | Cc1c(NC(=O)OCCNC(=O)COc2c(Cl)cccc2Cl)sc(=S)n1C | 12 | -15 | -4 | -14 | 0.13 | 5 | -10 | . | -6 |
| 20 | Cc1[nH]c(=S)n(CC2CCCO2)c1C (configuration not stated) | -15 | . | 17 | . | -0.09 | 8 | . | 0 | 14 |
| 21 | COc1ccc(C(=O)Nc2cccc(-c3cnc4ccccc4n3)c2)cc1 | 10 | -1 | -16 | 6 | 0.69 | -29 | -25 | . | -5 |
| 22 | Cn1c(=O)cc(OCC(=O)N2CCN(c3cccc(C(F)(F)F)c3)CC2)c2ccccc21 | -3 | -6 | -77 | 6 | -0.59 | 1 | -2 | -9 | 3 |
| 23 | CCCOc1ccc(N2C(=O)CC(SCCN)C2=O)cc1 (configuration not stated) | 4 | 23 | -28 | -20 | 0.04 | -1 | -6 | -2 | -9 |
| 24 | COc1ccccc1NC(=O)CSc1nc(O)c(Cc2ccccc2)c(=O)[nH]1 | 0 | 21 | 0 | 16 | -0.4 | -3 | -11 | 0 | 0 |
| 25 | Cc1ccc(Cn2nnc(C(=O)Nc3cc(C)ccc3C)c2N)cc1 | -5 | 18 | 1 | -2 | 0.46 | 2 | -2 | . | 7 |
| 26 | Cc1cc(=O)oc2cc(OCC3CC(c4ccc(Br)cc4)=NO3)ccc12 (configuration not stated) | -19 | 0 | -17 | 16 | -0.19 | 8 | 3 | 7[fluorescence artefact?] | 21 |
| 27 | O=C1CCC(/C=C/c2ccccc2)=NN1Cc1ccccc1Cl | -8 | -11 | -29 | 0 | 0.17 | 0 | -10 | -8 | 8 |
| 28 | CCC(C)NS(=O)(=O)c1ccc(S(=O)(=O)N(CC(=O)Nc2ccccc2)CC2CCCO2)cc1 (configuration not stated) | 4 | 7 | -1 | -12 | -0.88 | 0 | -4 | 15 | -3 |
| 29 | CN(Cc1ccccc1)S(=O)(=O)c1ccc(NS(C)(=O)=O)cc1 | 8 | 6 | -13 | -18 | 0.57 | 2 | 4 | 10 | -8 |
| 30 | COc1ccc(Cl)cc1NC(=O)C12CCC(C)(C(=O)O1)C2(C)C (configuration not stated) | 2 | 4 | -16 | -2 | -1.1 | -5 | 2 | -2 | 2 |

Three compounds picked at random from those above:
| no. | structure | PTPN22 act | VCAM1 TNFa inh | HUVEC tox IL1B | HUVEC tox TNFa | Pyk2 oligo antag | FAK inh | F-actin modifier | ERa coact inh | LYP inh 2 |
| --- | --- | --- | --- | --- | --- | --- | --- | --- | --- | --- |
| 25 | Cc1ccc(Cn2nnc(C(=O)Nc3cc(C)ccc3C)c2N)cc1 | -5 | 18 | 1 | -2 | 0.46 | 2 | -2 | . | 7 |
| 16 | CN=C1c2c(-c3ccccc3)c3cc(OC)ccc3n2CCN1C | 10 | 4 | 52 | 32 | -0.5 | -2 | -12 | -4 | -9 |
| 17 | Cc1cc(C)n(-c2nc3ccccc3nc2N2CCN(S(=O)(=O)c3ccc4ccccc4c3)CC2)n1 | -4 | 2 | -112 | -24 | -2.1 | 0 | -3 | 5 | 6 |

5 entries out of the list, arranged by formula weight, rising.
| no. | structure | PTPN22 act | VCAM1 TNFa inh | HUVEC tox IL1B | HUVEC tox TNFa | Pyk2 oligo antag | FAK inh | F-actin modifier | ERa coact inh | LYP inh 2 |
| --- | --- | --- | --- | --- | --- | --- | --- | --- | --- | --- |
| 8 | O=C(Oc1cc(=O)oc2ccccc12)c1ccco1 | 4 | 0 | -26 | -3 | -0.66 | -4 | 45 | -12 | -4 |
| 16 | CN=C1c2c(-c3ccccc3)c3cc(OC)ccc3n2CCN1C | 10 | 4 | 52 | 32 | -0.5 | -2 | -12 | -4 | -9 |
| 14 | Cn1c(N2CCN(C(=O)NC34CC5CC(CC(C5)C3)C4)CC2)nc2ccccc21 | -4 | 22 | -22 | -16 | 2.5 | 1 | -19 | 4 | 4 |
| 26 | Cc1cc(=O)oc2cc(OCC3CC(c4ccc(Br)cc4)=NO3)ccc12 (configuration not stated) | -19 | 0 | -17 | 16 | -0.19 | 8 | 3 | 7[fluorescence artefact?] | 21 |
| 17 | Cc1cc(C)n(-c2nc3ccccc3nc2N2CCN(S(=O)(=O)c3ccc4ccccc4c3)CC2)n1 | -4 | 2 | -112 | -24 | -2.1 | 0 | -3 | 5 | 6 |

Next part.
| no. | structure | PTPN22 act | VCAM1 TNFa inh | HUVEC tox IL1B | HUVEC tox TNFa | Pyk2 oligo antag | FAK inh | F-actin modifier | ERa coact inh | LYP inh 2 |
| --- | --- | --- | --- | --- | --- | --- | --- | --- | --- | --- |
| 31 | Cc1cc(NC(=O)c2cncc(Br)c2)n(-c2ccccn2)n1 | 6 | 13 | -21 | -38 | 1.1 | -1 | -2 | 8 | -10 |
| 32 | COc1ccc(CN(C(=O)c2oc3ccccc3c2C)C2CCS(=O)(=O)C2)cc1OC (configuration not stated) | -6 | 3 | -6 | 9 | 0.69 | 0 | -3 | -4 | 5 |
| 33 | Cc1ccc(NC2=C(Cl)C(=O)OC2OC(=O)c2ccco2)c(C)c1 (configuration not stated) | 2 | 12 | -25 | . | -0.71 | 2 | 1 | 2 | -1 |
| 34 | CCc1nn(-c2cc(Oc3cccc4ccccc34)nc(-c3ccccc3)n2)c(N)c1C#N | -9 | 3 | 0 | 33 | 0.01 | -3 | -15 | . | 13 |
| 35 | COc1ccccc1NS(=O)(=O)c1cc(C(=O)NCc2ccco2)ccc1C | 6 | -20 | 20 | -16 | 0.45 | 2 | 3 | . | -11 |
| 36 | CC(C)(C)c1ccc(C(=O)N/C(=C\c2cccs2)C(=O)NCc2ccco2)cc1 | -17 | -5 | -6 | -2 | -1.6 | 3 | -10 | . | 19 |
| 37 | COc1ccc(-n2c(Cc3cccs3)nnc2SCC(=O)Nc2ccc3c(c2)OCCO3)cc1 | -14 | -10 | -4 | -27 | -2 | -1 | -6 | -37 | 11 |
| 38 | OCCCNC(c1ccccc1)c1ccc(O)cc1 (configuration not stated) | 4 | 13 | -18 | -4 | -0.97 | 0 | -3 | -6 | -2 |
| 39 | Cc1cc(NC(=O)c2cc(-c3cccs3)on2)nn1Cc1ccc(Cl)cc1 | 1 | 14 | 17 | -1 | 0.32 | 10 | -29 | 9[fluorescence artefact?] | -2 |
| 40 | COc1ccc(NC(=O)CSc2nnc(C3CC3)n2-c2ccccc2)cc1 | -1 | 7 | -17 | 11 | -0.39 | -11 | 17 | 2 | 1 |
| 41 | COc1ccc(-c2cc(C(=O)Nc3sc4c(c3C#N)CCCC4)c3ccccc3n2)cc1OC | -2 | -11 | -4 | 9 | -0.67 | -6 | -20 | . | 6 |
| 42 | COc1ccc(Cl)cc1NC(=O)/C=C\C(=O)O | -3 | 11 | 27 | -7 | 0.95 | -4 | -30 | -4 | 0 |
| 43 | CC(C)c1c(O)nc(SCCN2CCOCC2)[nH]c1=O | -7 | 7 | -13 | -1 | 0.39 | -5 | -19 | -10 | 4 |
| 44 | CC(=O)Nc1ccc(Nc2ncnc3c2cnn3-c2ccccc2)cc1 | 5 | -10 | -5 | -14 | -1.8 | 4 | 0 | 7 | -7 |
| 45 | O=C(Nc1ccccc1-c1ccccc1)NC1CCN(C(=O)N2CCOCC2)CC1 | -3 | 1 | -7 | 4 | -0.2 | -2 | -8 | -4 | 7 |
| 46 | Cc1nnc(NC(=O)C2(c3ccccc3)CCOCC2)s1 | 0 | 17 | -33 | 3 | -0.07 | 2 | -5 | -9 | -3 |
| 47 | CCCCCC(=O)N1CCN(CCN=CC2=C(O)CC(c3ccc(OC)cc3)CC2=O)CC1 (configuration not stated) | -2 | -6 | -8 | -12 | 0.71 | -3 | 53 | 2 | -1 |
| 48 | Cc1sc2ncn(CC(=O)NCCc3ccccc3)c(=O)c2c1C | 6 | 27 | 0 | 1 | 0.59 | -2 | . | 15[fluorescence artefact?] | -6 |
| 49 | O=C(O)CSc1nnc(-c2cc3ccccc3o2)n1-c1ccccc1 | -10 | 4 | -101 | -18 | 0.17 | -5 | -12 | 18 | 9 |
